Assay outcomes from PubChem BioAssay.
TcdB inh: inhibitors of Clostridioides difficile toxin B glycohydrolase. 350,000 tested, 0.24% active. TcdB glycohydrolase enzymatic assay, plate reader. inhibition, % at 9.99 µM. P18177; in the data active = inhibition above about 10%
Numbers without * were called inactive.

SMILES | TcdB inh
C[C@@H]1CCCCO[C@@H](CN(C)S(=O)(=O)c2ccc(F)cc2)[C@H](C)CN([C@H](C)CO)C(=O)c2cc(NC(=O)NC3CCCCC3)ccc2O1 | 0.4
C[C@H](CO)N1C[C@H](C)[C@@H](CN(C)C)Oc2cc(-c3cccc(F)c3)ccc2S1(=O)=O | -0.4
C/C=C/c1ccc([C@@H]2[C@@H](CO)N(C(=O)CN(C)C)C23CN(C(=O)C2CCCCC2)C3)cc1 | -0.3
C[C@@H]1CN([C@@H](C)CO)C(=O)c2cc(C3=CCCC3)cnc2O[C@H]1CN(C)C(=O)CN1CCOCC1 | 1.1
COCC(=O)N1CCCCN2[C@H](CO)[C@@H](c3ccc(C#Cc4cccnc4)cc3)[C@@H]2C1 | -0.1
O=C(C[C@@H]1CC[C@@H](NC(=O)CCN2CCCCC2)[C@H](CO)O1)NCc1ccc(Cl)c(Cl)c1 | 0.3
COc1ccc2c3c(n(C)c2c1)[C@@H](CO)N(CC1CC1)CC31CCN(C(=O)Nc2c(C)noc2C)CC1 | 1.0
COc1ccc(CN(C)C[C@H]2OCCCC[C@@H](C)Oc3ccc(NC(=O)CCC(F)(F)F)cc3C(=O)N([C@@H](C)CO)C[C@H]2C)cc1 | 0.5
C[C@@H]1CN([C@@H](C)CO)S(=O)(=O)c2ccc(-c3ccc(C(=O)N(C)C)cc3)cc2O[C@H]1CN(C)Cc1ccc2c(c1)OCO2 | 0.8
COc1cccc(S(=O)(=O)N[C@H]2C=C[C@@H](CC(=O)NCc3ccc(F)cc3)O[C@H]2CO)c1 | 0.1
COC(=O)C1(N2C(=O)O[C@@H](Cc3ccccc3)[C@H]2/C=C/C2CC2)CCCC1 | 0.0
C[C@H]1CN([C@@H](C)CO)C(=O)c2cc(-c3cccnc3)cnc2O[C@H]1CN(C)C(=O)Nc1ccc2c(c1)OCO2 | -1.7
C[C@H](O)C#Cc1ccc([C@H]2[C@@H](CO)N3CCCCN(C(=O)c4cccc(F)c4)C[C@H]23)cc1 | 0.4
C[C@@H]1CN([C@H](C)CO)C(=O)Cc2cc(NS(=O)(=O)c3cn(C)cn3)ccc2O[C@@H]1CN(C)C | 0.2
C[C@@H]1CCCCO[C@H](CN(C)C(=O)NC2CCCCC2)[C@H](C)CN([C@@H](C)CO)C(=O)c2cc(NS(=O)(=O)c3ccc(Cl)cc3)ccc2O1 | -1.2
CN1C(=O)c2cc(NC(=O)C3CC3)ccc2OC[C@@H]2O[C@@H](CC(=O)NCc3ccccc3F)CC[C@H]21 | 0.5
COCC(=O)Nc1ccc2c(c1)C(=O)N(C)C[C@@H](OC)[C@@H](C)CN(C(=O)COC)[C@@H](C)CO2 | -1.7
CN(C)CC(=O)N[C@@H]1CC[C@H](CCn2cc(C3CCCC3)nn2)O[C@@H]1CO | -2.9
C[C@H](O)C#Cc1ccc2c(c1)O[C@H](CN(C)C(=O)c1ccccc1)[C@@H](C)CN([C@H](C)CO)S2(=O)=O | 0.1
Cc1noc(C)c1S(=O)(=O)N(C)C[C@H]1Oc2ccc(NC(=O)CCCN(C)C)cc2C(=O)N([C@@H](C)CO)C[C@H]1C | 0.8
CCC(=O)N1CC2(CCN(Cc3cncnc3)CC2)c2c([nH]c3cc(OC)ccc23)[C@H]1CO | 1.0
COCC(=O)N1CC2(C1)[C@H](c1ccccc1)[C@H](CO)N2CCC(F)(F)F | -6.2
COC(=O)c1ccc(CN2CC(=O)N3[C@H](CO)[C@@H](c4ccc(-c5cccnc5)cc4)[C@H]3C2)cc1 | -0.5
O=C(N[C@@H]1CC[C@H](CCNC(=O)C2CCCC2)O[C@@H]1CO)c1ccncc1 | -0.1
CC(C)NC(=O)Nc1ccc2c(c1)C(=O)N([C@H](C)CO)C[C@H](C)[C@H](CN(C)C(=O)NC1CCCCC1)OCCCC[C@H](C)O2 | 0.0
CCS(=O)(=O)N1CCCCN2[C@@H](CO)[C@@H](c3ccc(C4=CCCC4)cc3)[C@@H]2C1 | -0.2
C[C@H](CO)N1C[C@H](C)[C@H](CN(C)C(=O)c2ccccc2)Oc2ncc(/C=C/c3ccccc3)cc2C1=O | 1.4
C[C@@H]1CN([C@H](C)CO)C(=O)c2cc(-c3cncnc3)cnc2O[C@H]1CN(C)C(=O)CN1CCOCC1 | 0.2
C[C@H](CO)N1C[C@H](C)[C@H](CN(C)Cc2ccncc2)OCCCC[C@H](C)Oc2ccc(NC(=O)c3ccncc3)cc2C1=O | 0.9
C[C@@H]1CN([C@H](C)CO)C(=O)c2cc(NS(=O)(=O)c3ccc(Cl)cc3)ccc2O[C@@H](C)CCCCO[C@@H]1CN(C)S(=O)(=O)c1cn(C)cn1 | -6.1
CCN1[C@H](C(=O)NCc2cccc(OC)c2)[C@@H](CO)[C@@H]2Cn3c(ccc(C4=CCCCC4)c3=O)[C@@H]21 | 0.0
CNC[C@@H]1OCCCC[C@@H](C)Oc2ccc(NC(=O)Nc3ccccc3)cc2C(=O)N([C@@H](C)CO)C[C@H]1C | 0.8
Cc1noc(C)c1S(=O)(=O)Nc1ccc2c(c1)CC(=O)N([C@@H](C)CO)C[C@@H](C)[C@H](CN(C)CC1CCCCC1)O2 | 1.4
O=S(=O)(c1ccccc1)N1CCCCN2[C@H](C1)[C@H](c1ccc(-c3cncnc3)cc1)[C@@H]2CO | -0.5
O=C(NCC[C@@H]1CC[C@@H](NC(=O)C2CCOCC2)[C@H](CO)O1)c1ccc(F)cc1 | -7.7
Cc1ccc(S(=O)(=O)Nc2cccc3c2O[C@@H](CN(C)CC2CC2)[C@H](C)CN([C@@H](C)CO)C3=O)cc1 | -0.3
O=C(NCC1CC1)[C@H]1[C@H](CO)[C@H]2Cn3c(cccc3=O)[C@H]2N1CCC(F)(F)F | 1.0
COc1ccc(NC(=O)Nc2ccc3c(c2)C(=O)N([C@@H](C)CO)C[C@@H](C)[C@H](CN(C)Cc2ccncc2)O3)cc1 | -0.6
C[C@H](CO)N1C[C@H](C)[C@@H](CN(C)C(=O)Nc2ccccc2)OCCCC[C@H](C)Oc2ccc(NC(=O)Cc3ccccc3)cc2C1=O | -0.3
COc1ccccc1NC(=O)N1C[C@@H](O)COC[C@H]2O[C@@H](CC(=O)NCc3ccccc3)CC[C@@H]21 | 0.4
Cc1ccc(S(=O)(=O)N(C)C[C@@H]2Oc3cc(C#Cc4ccncc4)ccc3S(=O)(=O)N([C@@H](C)CO)C[C@H]2C)cc1 | -0.5
COc1cccc(C#Cc2cnc3c(c2)C(=O)N([C@@H](C)CO)C[C@H](C)[C@@H](CN(C)C(=O)C2CCOCC2)O3)c1 | 0.3
O=C(C1CCCCC1)N1CC(=O)N2[C@H](C1)[C@@H](c1ccc(Br)cc1)[C@@H]2CO | -1.1
Cc1ccc(S(=O)(=O)N[C@H]2CC[C@H](CCn3cc(-c4cccnc4)nn3)O[C@H]2CO)cc1 | 1.0
C[C@H](CO)N1C[C@H](C)[C@H](CN(C)C(=O)Nc2ccc3c(c2)OCO3)Oc2ccc(NC(=O)Nc3ccccc3)cc2CC1=O | 0.0
CC(C)C#Cc1cnc2c(c1)C(=O)N([C@@H](C)CO)C[C@H](C)[C@@H](CN(C)C(=O)c1cccc(F)c1)O2 | -0.1
CCCNC(=O)C[C@H]1CC[C@H]2[C@H](COc3ccc(NC(=O)c4cccs4)cc3C(=O)N2C)O1 | 0.5
COC(=O)C[C@@H]1C[C@H]2c3cc(NS(=O)(=O)c4cccc(OC)c4)ccc3O[C@H]2[C@H](CO)O1 | -0.2
C[C@H]1CN([C@@H](C)CO)C(=O)Cc2cc(NC(=O)Nc3ccc(C(F)(F)F)cc3)ccc2O[C@H]1CN(C)S(=O)(=O)c1ccc(Cl)cc1 | -0.4
COc1ccc(C(=O)Nc2ccc3c(c2)OC[C@@H](C)NC[C@@H](C)[C@H](OC)CN(C)C3=O)cc1 | -1.0
COCC(=O)N(C)C[C@@H]1Oc2cc(C#Cc3cccnc3)ccc2S(=O)(=O)N([C@@H](C)CO)C[C@@H]1C | -0.1
C[C@H](CO)N1C[C@H](C)[C@H](CN(C)C(=O)CN(C)C)Oc2cc(-c3cccnc3)ccc2S1(=O)=O | -0.8
CCCNC(=O)N1[C@H](CO)[C@@H]2c3ccccc3N(C(=O)Nc3ccc(F)cc3)C[C@@H]21 | 0.6
CC(C)NC(=O)Nc1ccc2c(c1)CC(=O)N([C@@H](C)CO)C[C@@H](C)[C@@H](CN(C)S(C)(=O)=O)O2 | 0.7
C[C@@H]1CN([C@H](C)CO)C(=O)c2cc(C#CCN(C)C)cnc2O[C@H]1CN(C)C | 0.4
O=C(NCC1CC1)[C@H]1[C@H](CO)[C@H]2Cn3c(ccc(-c4cccnc4)c3=O)[C@H]2N1Cc1cocn1 | 1.3
CNC[C@@H]1Oc2ccc(NS(=O)(=O)c3c(C)noc3C)cc2C(=O)N([C@@H](C)CO)C[C@@H]1C | -0.4
CNC[C@H]1Oc2ccc(NC(=O)Cc3ccccc3)cc2C(=O)N([C@H](C)CO)C[C@@H]1C | -1.6
C[C@@H]1CN([C@@H](C)CO)C(=O)c2cc(NC(=O)Nc3cccc4ccccc34)ccc2O[C@H]1CN(C)Cc1ccc2c(c1)OCO2 | -1.3
COc1ccc(C#Cc2ccc3c(c2)[C@]2(C(=O)N3)[C@H](C(=O)N3CCc4cc(OC)c(OC)cc4C3)[C@H]3C(=O)O[C@H](c4ccccc4)[C@H](c4ccccc4)N3[C@@H]2c2ccc(OCCO)cc2)cc1 | -0.6
Additional entries follow:
SMILES | TcdB inh
CCCC#Cc1cnc2c(c1)C(=O)N([C@H](C)CO)C[C@@H](C)[C@@H](CN(C)C(=O)Nc1c(C)noc1C)O2 | 0.8
COc1ccc(CN2C[C@H](C)[C@@H](OC)CN(C)C(=O)c3cc(NC(=O)c4nc5ccccc5s4)ccc3OC[C@H]2C)cc1 | 1.4
O=C(Cc1cccnc1)N1CC2(C1)[C@H](c1ccccc1)[C@@H](CO)N2C(=O)C1CCCC1 | 0.1
C[C@@H]1CN([C@H](C)CO)C(=O)c2cc(NC(=O)Nc3ccc(F)cc3)ccc2O[C@@H]1CN(C)S(=O)(=O)c1ccccc1 | -0.1
Cc1ccc(S(=O)(=O)Nc2cccc3c2O[C@H](CN(C)Cc2ccc(C(=O)Nc4ccccc4N)cc2)[C@@H](C)CN([C@@H](C)CO)C3=O)cc1 | 0.0
CN(C)CC#Cc1ccc([C@@H]2[C@@H](CO)N3CCCCN(C(=O)Nc4ccccc4F)C[C@H]23)cc1 | -0.8
CCC(=O)N1CC(=O)N2[C@H](C1)[C@@H](c1ccc(C#CC(C)C)cc1)[C@@H]2CO | 0.4
N#C[C@H]1[C@@H](c2ccccc2)[C@@H](CO)N1C(=O)c1ccccc1F | -1.1
O=C(C[C@H]1C=C[C@H](NS(=O)(=O)c2ccc(F)cc2)[C@H](CO)O1)N1CCN(c2ccccc2)CC1 | -1.0
C[C@H]1CN([C@@H](C)CO)C(=O)c2cccc(NC(=O)C3CC3)c2O[C@H]1CN(C)CC1CC1 | 1.1
Cc1noc(C)c1NC(=O)N(C)C[C@H]1OCCCC[C@H](C)Oc2ccc(NC(=O)Nc3ccc(F)cc3)cc2C(=O)N([C@H](C)CO)C[C@@H]1C | -0.8
C[C@@H]1CN([C@H](C)CO)C(=O)c2cccc(NS(=O)(=O)c3ccc(Cl)cc3)c2O[C@H]1CN(C)C(=O)Nc1cccc2ccccc12 | 0.1
CNC[C@@H]1Oc2ccc(NC(=O)C3CCCCC3)cc2C(=O)N([C@@H](C)CO)C[C@@H]1C | -0.9
COc1ccccc1S(=O)(=O)N[C@@H]1C=C[C@H](CC(=O)N2CCCCC2)O[C@@H]1CO | -2.4
O=C(Cc1ccncc1)N[C@H]1CC[C@H](CCn2cc(-c3ccccc3F)nn2)O[C@@H]1CO | -1.6
CC(C)NC(=O)N1CC2(C1)[C@H](c1ccccc1)[C@@H](CO)N2C(=O)C1CCC1 | 0.1
Cc1noc(C)c1NC(=O)Nc1cccc2c1O[C@@H](CN(C)C(=O)Nc1ccc(C(F)(F)F)cc1)[C@@H](C)CN([C@@H](C)CO)C2=O | 1.1
O=C(N[C@H]1CC[C@@H](CC(=O)N2CCCCC2)O[C@@H]1CO)c1ccc2c(c1)OCO2 | -1.3
CO[C@H]1CN(C)C(=O)c2cc(NS(=O)(=O)c3ccc(Cl)cc3)ccc2OC[C@H](C)N(C)C[C@@H]1C | 0.2
CCCNC(=O)N[C@@H]1C=C[C@H](CC(=O)N2CCN(C)CC2)O[C@H]1CO | -2.8
CC(C)CNC(=O)[C@@H]1c2ccccc2C(=O)N(CC23CC4CC(CC(C4)C2)C3)[C@H]1c1ccc(CO)cc1 | 0.1

A different layout for 12 compounds above.
SMILES	TcdB inh
CCCC#Cc1cnc2c(c1)C(=O)N([C@H](C)CO)C[C@@H](C)[C@@H](CN(C)C(=O)Nc1c(C)noc1C)O2	0.8
COc1ccc(CN2C[C@H](C)[C@@H](OC)CN(C)C(=O)c3cc(NC(=O)c4nc5ccccc5s4)ccc3OC[C@H]2C)cc1	1.4
O=C(Cc1cccnc1)N1CC2(C1)[C@H](c1ccccc1)[C@@H](CO)N2C(=O)C1CCCC1	0.1
C[C@@H]1CN([C@H](C)CO)C(=O)c2cc(NC(=O)Nc3ccc(F)cc3)ccc2O[C@@H]1CN(C)S(=O)(=O)c1ccccc1	-0.1
Cc1ccc(S(=O)(=O)Nc2cccc3c2O[C@H](CN(C)Cc2ccc(C(=O)Nc4ccccc4N)cc2)[C@@H](C)CN([C@@H](C)CO)C3=O)cc1	0.0
CN(C)CC#Cc1ccc([C@@H]2[C@@H](CO)N3CCCCN(C(=O)Nc4ccccc4F)C[C@H]23)cc1	-0.8
CCC(=O)N1CC(=O)N2[C@H](C1)[C@@H](c1ccc(C#CC(C)C)cc1)[C@@H]2CO	0.4
N#C[C@H]1[C@@H](c2ccccc2)[C@@H](CO)N1C(=O)c1ccccc1F	-1.1
O=C(C[C@H]1C=C[C@H](NS(=O)(=O)c2ccc(F)cc2)[C@H](CO)O1)N1CCN(c2ccccc2)CC1	-1.0
C[C@H]1CN([C@@H](C)CO)C(=O)c2cccc(NC(=O)C3CC3)c2O[C@H]1CN(C)CC1CC1	1.1
Cc1noc(C)c1NC(=O)N(C)C[C@H]1OCCCC[C@H](C)Oc2ccc(NC(=O)Nc3ccc(F)cc3)cc2C(=O)N([C@H](C)CO)C[C@@H]1C	-0.8
C[C@@H]1CN([C@H](C)CO)C(=O)c2cccc(NS(=O)(=O)c3ccc(Cl)cc3)c2O[C@H]1CN(C)C(=O)Nc1cccc2ccccc12	0.1

A portion of the library; rates above refer to the full screens.
